# Assay outcomes deposited in PubChem by several laboratories.
# PP5 inh = PP5 phosphatase inhibitors, primary screen, biochemical, fluorescence | 0.18% of 320,000 active | purified PP5c, OMFP substrate fluorescence | Serine/threonine-protein phosphatase 5 (Homo sapiens), P53041 | inhibition, % at 6.7 µM;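 active = inhibition above the campaign's mean inhibition across all tested compounds plus 3 SD, cut at about 9.5% in these data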;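 note: 0% = DMSO only and 100% = 100 µM cantharidin control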
# JMJD2C inh = inhibitors of GASC-1 histone demethylase, primary screen, biochemical, fluorescence, DELFIA europium; Lysine-specific demethylase 4C (Homo sapiens), Q9H3R0; GST-JMJD2C(1-420) H3K9me3 demethylation; inhibition, % at 2.35 µM; 0.069% of 330,000 active; AID 2099, 2009;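 active = more than half of a compound's replicate wells show inhibition beyond 50%, single wells judged on their own value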;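 note: signal counts dimethyl H3K9 product captured on neutravidin plate; 0% = median of DMSO wells and 100% = 0.3 times that DMSO median; strong numbers were not always called active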
# Efflux pump inh = inhibitors of Candida efflux pumps in yeast, primary screen, S. cerevisiae, Nile Red, multiplex; 0.44% of 330,000 active; S. cerevisiae Candida pump triplex; inhibition, % at 10 µM; AID 485275, 2010;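 active = plate passing quality check with inhibition over a set limit, or well fluorescence over plate mean plus 4 SD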;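 note: Nile Red retained in pooled yeast measured as flow cytometry median fluorescence; 0% = buffer negative control and 100% = Enniatin B positive control; higher means more Nile Red kept so more efflux inhibition; some compounds called inactive have numbers as strong as hits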
# proCasp7 act = procaspase-7 activators, primary screen, counter-screen for procaspase-3 activator project, biochemical, absorbance, HTS, human; Caspase-7 (Homo sapiens), P55210; recombinant procaspase-7, Ac-DEVD-pNA absorbance 405 nm; D23A/D198A/D206A triple mutant, cannot self-cleave; scale: DMSO 0, 5 µM enzyme 100; activation, % at 8.5 µM; 0.093% of 330,000 active;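 active = percent activation above the screen-wide mean plus 3 SD, cut at about 25% in these data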
# Target sequence (P55210 whole entry D23A/D198A/D206A): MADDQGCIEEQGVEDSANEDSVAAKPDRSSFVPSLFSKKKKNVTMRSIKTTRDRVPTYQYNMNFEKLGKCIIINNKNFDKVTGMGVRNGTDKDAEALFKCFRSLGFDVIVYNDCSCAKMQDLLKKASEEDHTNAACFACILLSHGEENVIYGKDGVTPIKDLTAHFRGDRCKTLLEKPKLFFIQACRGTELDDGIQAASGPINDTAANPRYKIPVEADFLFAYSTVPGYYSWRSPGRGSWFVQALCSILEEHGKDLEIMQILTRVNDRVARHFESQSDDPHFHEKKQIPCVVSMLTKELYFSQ
#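 Detection: p-Nitroaniline absorbance at 405 nm, read at 0 and 120 min; system: Uncleavable procaspase-7 mutant enzyme; evaluation: % activation from two-timepoint absorbance difference, scaled to controls; times: 1 h enzyme–compound preincubation and 2 h substrate reaction, both 25 °C; buffer or medium: Zinc-free HEPES pH 7.4 with 300 mM NaCl, 0.01% Triton X-100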
# HCV core dimer = inhibitors of HCV core protein dimerization, primary screen, biochemical, TR-FRET, high-throughput. 0.33% of 300,000 active. inhibition, % at 5 µM. TR-FRET GST/Flag-core106 dimerization, 1536-well;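 active = inhibition above the mean of all tested compounds plus 3 SD, set per screening campaign, cut at about 45% in these data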
#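 Assay system: tagged HCV core106 pair (GST and Flag); medium: KF-containing HEPES buffer, pH 7.45, DTT, CHAPS, BSA; also added: Eu donor and XL665 acceptor anti-tag antibodies; dosing: 5 µM single dose; timing: compound-protein-antibody incubation 4 h at 22.5 °C; signal: TR-FRET 671 and 617 nm emission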
# PP1 inh = PP1-alpha phosphatase inhibitors, primary screen, counter-screen for PP5 inhibitor project, biochemical, fluorescence, OMFP substrate, single point; Serine/threonine-protein phosphatase PP1-alpha catalytic subunit (Homo sapiens), P62136; purified PP1alpha; inhibition, % at 6.7 µM; 0.9% of 320,000 active; AID 2235, 2010;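 active = inhibition above the mean inhibition of all tested compounds plus 3 SD, computed separately for each screening campaign, cut at about 15% in these data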
# Target sequence (P62136 whole entry, looked up): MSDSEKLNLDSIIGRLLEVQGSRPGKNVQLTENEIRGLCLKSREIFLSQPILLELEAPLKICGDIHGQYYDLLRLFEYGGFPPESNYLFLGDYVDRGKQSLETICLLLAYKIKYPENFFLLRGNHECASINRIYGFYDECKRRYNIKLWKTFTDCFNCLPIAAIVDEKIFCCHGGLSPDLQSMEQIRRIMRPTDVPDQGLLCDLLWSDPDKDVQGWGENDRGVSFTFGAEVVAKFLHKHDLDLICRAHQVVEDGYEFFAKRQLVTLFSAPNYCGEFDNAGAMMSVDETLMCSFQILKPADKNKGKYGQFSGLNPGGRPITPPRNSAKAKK
# Fh CTSL1 inh = Fasciola hepatica cathepsin L1 inhibitors, primary screen, counter-screen for PFM18AAP inhibitor project, biochemical, QFRET, fluorogenic peptide substrate. recombinant F. hepatica cathepsin L1, Z-Leu-Arg-MCA fluorescence. inhibition, % at 5.96 µM. 0.49% of 300,000 active. AID 1906, 2009;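 active = inhibition above the mean of all tested compounds plus 3 SD, set per screening campaign, cut at about 17% in these data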;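 note: 0% = plate median of test compound wells and 100% = 1 µM Z-Phe-Ala-diazomethylketone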
# proCasp3 act = activators of human procaspase-3 D3A mutant, primary screen, biochemical, absorbance, PC-3 D3A mutant, single concentration; Caspase-3 (Homo sapiens), P42574; recombinant procaspase-3 D3A, Ac-DEVD-pNA absorbance 405 nm; activation, % at 8.5 µM; 0.11% of 330,000 active;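 active = activation above the mean of all tested compounds plus 3 SD, cut at about 21% in these data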;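 note: 0% = DMSO alone and 100% = DMSO wells spiked with extra 5 µM PC-3 D3A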
# Target sequence (P42574 whole entry D9A/D28A/D175A): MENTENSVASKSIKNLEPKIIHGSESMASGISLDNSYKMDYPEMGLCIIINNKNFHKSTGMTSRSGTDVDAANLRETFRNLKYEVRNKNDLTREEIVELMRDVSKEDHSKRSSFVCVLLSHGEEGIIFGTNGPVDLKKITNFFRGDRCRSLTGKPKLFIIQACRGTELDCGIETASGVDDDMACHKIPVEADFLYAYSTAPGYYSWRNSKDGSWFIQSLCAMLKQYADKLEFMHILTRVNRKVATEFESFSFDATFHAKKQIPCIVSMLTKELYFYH
#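 Assay system – Procaspase-3 D3A mutant, all three cleavage aspartates alanine · Controls – DMSO-only low control, 5 µM PC-3 D3A high control · Schedule – 1 h compound preincubation, 2 h substrate hydrolysis at 25 °C · Signal – 405 nm absorbance of p-nitroaniline, reads at 0 and 120 min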
# TPT1 inh = Candida albicans TPT1 enzyme inhibitors, primary screen, biochemical, fluorescence polarization; AID 1962, 2009; tRNA 2'-phosphotransferase TPT1 (Candida albicans SC5314); recombinant caTPT1, FP RNA substrate dephosphorylation; inhibition, % at 5 µM; 0.81% of 300,000 active;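 active = inhibition above the mean of all tested compounds plus 3 SD, set per screening campaign, cut at about 24% in these data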;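 note: plate controls were DMSO alone for no effect and ferristatin control at 100 nM for full effect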
# An asterisk follows results filed as active; nt = not tested or not shown.
SMILES,PP5 inh,JMJD2C inh,Efflux pump inh,proCasp7 act,HCV core dimer,PP1 inh,Fh CTSL1 inh,proCasp3 act,TPT1 inh
CCOC(=O)c1c(NC(=O)C2CCCN(S(=O)(=O)c3ccccc3)C2)sc2c1CCCC2 (stereo unspecified),-0.6,3,-0.2,12,32,0,1,0,1
Cc1cc(C)nc(NS(=O)(=O)c2ccc(N3C(=O)C4CC=C(Cl)CC4C3=O)cc2)n1 (stereo unspecified),2.0,nt,-0.2,3,1,-2,-1,5,0
Cc1ccc2nc(SCC(=O)Nc3ccc4c(c3)OCO4)nc(=O)n2c1,2.8,29,-0.1,6,0,-4,1,6,-2
CCn1c(=O)n(CC)c2cc(S(=O)(=O)NCCOc3ccccc3)c(C)cc21,2.0,-5,0.0,10,6,-4,3,3,0
CCOC(=O)CC1NCCc2c1[nH]c1ccc(OC)cc21 (stereo unspecified),1.7,17,0.5,-2,-11,0,-4,-1,2
CC(Sc1nnc(CN2CCCC2)n1Cc1ccccc1)C(=O)Nc1ccc(F)cc1 (stereo unspecified),0.6,-23,0.0,7,2,-3,0,-3,-1
CC1(C)CC(=O)C=C(OC(=O)c2ccc(Cl)cc2)C1,-0.2,4,0.1,-17,2,-2,3,0,-1
O=c1cc(-c2ccccc2)nc(N2CCCCC2)[nH]1,0.7,15,0.0,1,-6,1,-1,2,2
CC(=O)Oc1ccc(C(=O)Cc2ccc3ccccc3n2)c(O)c1C,0.4,-2,-0.1,1,9,-2,-2,-2,15
COc1cccc2sc3cc(C#Cc4ccccn4)ccc3c(=O)c12,nt,-3,0.3,-17,nt,nt,nt,-5,nt
CCN(CC)S(=O)(=O)c1cc(NC(=O)CSCc2c(C)noc2C)ccc1C,nt,9,0.1,7,nt,nt,nt,9,nt
Cc1cccc(OC(C)C(=O)Nc2ccc(N3CCCCC3)cc2)c1 (stereo unspecified),1.2,106,0.1,6,10,-3,8,-4,-1
COc1cccc(NC(=O)CC2(CC(=O)O)CCCC2)c1,1.1,12,0.0,6,-2,-4,-4,-1,1
COc1ccc(OC)c(NC(=O)CC(Cc2ccccc2OC)C(=O)O)c1 (stereo unspecified),2.6,-8,0.0,3,-5,2,-4,-1,0
COc1ccc(N2C(=O)CSC2c2cccc(OC)c2OC)cc1 (stereo unspecified),-0.8,-6,0.2,5,2,0,0,-2,1
COc1cccc(OC)c1C(=O)NNC(=O)c1cccc(COc2ccc3c(c2)CCC3)c1,5.5,-9,-0.1,-6,-1,6,1,4,2
CC(Oc1ccc(Br)cc1)C(=O)NCCCN1CCCC1=O (stereo unspecified),nt,6,-0.2,2,nt,nt,nt,-5,nt
Cc1ccc(C(=O)NC(=S)NNC(=O)c2ccccc2[N+](=O)[O-])cc1,2.3,1,-0.1,-12,3,-1,0,1,0
NC(=O)c1c(Nc2nc3c(F)cccc3s2)sc2c1CCCC2,3.1,-9,0.0,-33,8,5,2,-24,85*
Cc1ccc2nc(SCC(=O)c3ccc(Cl)s3)[nH]c2c1,0.8,-1,-0.3,5,7,0,-1,-9,6
CC(NC(=O)/C=C/c1ccco1)c1nc2ccccc2n1Cc1ccccc1F (stereo unspecified),0.1,-7,0.0,2,16,2,2,-1,2
CCCn1c2ccccc2c2cnn(CC(=O)NCCCN3CCN(c4ccccc4)CC3)c(=O)c21,-0.4,0,-0.2,-1,3,-1,-3,12,-3
Cc1ccccc1OCCSc1nnc(C)n1-c1ccccc1,-0.4,5,-0.1,-3,-3,1,1,-3,-7
COc1ccc(OCc2nnc3n2N=C(c2ccc(OC)cc2)CS3)cc1,1.8,5,0.2,-2,5,-5,1,-4,-1
CCN(CC)S(=O)(=O)c1cccc(-c2nnc(SCCOc3ccccc3)o2)c1,1.0,10,0.1,3,8,3,3,-5,-2

# Next compounds follow.
SMILES,PP5 inh,JMJD2C inh,Efflux pump inh,proCasp7 act,HCV core dimer,PP1 inh,Fh CTSL1 inh,proCasp3 act,TPT1 inh
O=C(CSc1nn(-c2ccccc2)c(=S)s1)NC1CCS(=O)(=O)C1 (stereo unspecified),0.7,-2,0.6,2,-7,-3,2,-5,0
CC(C)CN(C(=O)COC(=O)c1nc(Cl)ccc1Cl)C1CCS(=O)(=O)C1 (stereo unspecified),-0.1,-17,-0.1,5,0,0,-1,-2,0
COc1ccc(-c2csc(NC(=O)c3ccccc3F)c2C(=O)O)cc1,0.4,-1,-0.3,15,7,-4,0,-5,0
Cc1cccc(C)c1NC1=NC(C)(C)N=C(N)N1,2.6,nt,0.0,3,4,-3,-3,-18,0
CC(C)c1nnc(NC(=O)C2CCN(c3cnccn3)CC2)s1,1.9,10,-0.3,3,0,-2,-3,-3,1
COc1ccc(-c2csc3nc(-c4ccc(C)cc4)oc(=O)c23)cc1OC,0.5,1,0.0,1,50*,6,0,1,1
C[C@@H](NC(=O)c1nc[nH]c1C(=O)NCC(=O)OC(C)(C)C)c1ccccc1,0.8,0,-0.1,-7,4,-2,2,-1,-1
CCOC(=O)C1(CCCc2ccccc2)CCN(C(=O)c2cncs2)CC1,1.4,-2,0.6,3,2,5,-3,-4,-1
CCOC(=O)c1c(NC(=O)CCC(=O)N2CCOCC2)sc2c1CC(C)(C)OC2,4.3,-2,0.1,-5,-3,-2,-1,4,2
COc1ccc(N2C(=O)/C(=C/N(C)C)NC2=S)cc1,3.3,-10,0.1,0,-3,-4,3,12,-3
O=C(NCC1CCCCC1)C1CCCN(C(=O)NC2CCCCC2)C1 (stereo unspecified),-1.1,7,0.1,-11,-9,-15,3,-7,-2
Cc1ccc(S(=O)(=O)N(CCC(=O)O)c2ccccc2)cc1,-1.1,4,0.8,8,1,6,-1,-12,-2
CCc1ccc(NC(=O)Cc2cn(C)c3ccccc23)cc1,3.1,27,0.0,9,2,11,-2,2,4
O=C(NCc1cccc(Cl)c1)c1ccc(N2CC3CC(C2)c2cccc(=O)n2C3)c(NC(=O)c2cccnc2)c1 (stereo unspecified),-1.6,-10,-0.2,-7,1,0,2,3,0
Cc1c(NC(=O)Cc2cccs2)cccc1[N+](=O)[O-],0.6,7,-0.1,5,27,0,3,4,1
CCC1Oc2ccc(Cl)cc2N(CC(=O)O)C1=O (stereo unspecified),0.0,-3,0.2,-4,-4,-4,-3,-5,-1
CCOc1ccc(CNC(=O)CCC(=O)n2nc(C)c3ccccc32)cc1,2.7,2,-0.7,10,8,-1,3,-2,-1
O=P(Cc1cccc[n+]1[O-])(c1ccccc1)c1ccccc1,1.4,15,0.0,1,-11,0,0,-2,0
Cc1ccc2[nH]c(=O)c(N3CCOCC3)c(-c3ccccc3)c2c1,1.3,-4,-0.2,13,0,0,8,-6,0
CCc1cccc(CC)c1NC(=O)COc1ccccc1C(=O)c1cc(C#N)c(=O)n(C2CCCCC2)c1,1.3,-3,0.1,0,14,3,3,-3,1
COc1ccccc1C(=O)COC(=O)Cc1c[nH]c2ccccc12,-0.2,0,-0.1,5,-1,1,1,-8,-1
Cc1ccc(S(=O)(=O)N(C)C)cc1NC(=O)COC(=O)COc1ccccc1[N+](=O)[O-],1.9,-21,0.0,-6,-4,-4,-14,2,3

# Filtered by structure, the entries above containing an aryl methoxy group.
SMILES,PP5 inh,JMJD2C inh,Efflux pump inh,proCasp7 act,HCV core dimer,PP1 inh,Fh CTSL1 inh,proCasp3 act,TPT1 inh
CCOC(=O)CC1NCCc2c1[nH]c1ccc(OC)cc21 (stereo unspecified),1.7,17,0.5,-2,-11,0,-4,-1,2
COc1cccc2sc3cc(C#Cc4ccccn4)ccc3c(=O)c12,nt,-3,0.3,-17,nt,nt,nt,-5,nt
COc1cccc(NC(=O)CC2(CC(=O)O)CCCC2)c1,1.1,12,0.0,6,-2,-4,-4,-1,1
COc1ccc(OC)c(NC(=O)CC(Cc2ccccc2OC)C(=O)O)c1 (stereo unspecified),2.6,-8,0.0,3,-5,2,-4,-1,0
COc1ccc(N2C(=O)CSC2c2cccc(OC)c2OC)cc1 (stereo unspecified),-0.8,-6,0.2,5,2,0,0,-2,1
COc1cccc(OC)c1C(=O)NNC(=O)c1cccc(COc2ccc3c(c2)CCC3)c1,5.5,-9,-0.1,-6,-1,6,1,4,2
COc1ccc(OCc2nnc3n2N=C(c2ccc(OC)cc2)CS3)cc1,1.8,5,0.2,-2,5,-5,1,-4,-1
COc1ccc(-c2csc(NC(=O)c3ccccc3F)c2C(=O)O)cc1,0.4,-1,-0.3,15,7,-4,0,-5,0
COc1ccc(-c2csc3nc(-c4ccc(C)cc4)oc(=O)c23)cc1OC,0.5,1,0.0,1,50*,6,0,1,1
COc1ccc(N2C(=O)/C(=C/N(C)C)NC2=S)cc1,3.3,-10,0.1,0,-3,-4,3,12,-3
COc1ccccc1C(=O)COC(=O)Cc1c[nH]c2ccccc12,-0.2,0,-0.1,5,-1,1,1,-8,-1

# Printed as active in HCV core dimer (from the list above):
mol	PP5 inh	JMJD2C inh	Efflux pump inh	HCV core dimer	proCasp3 act	TPT1 inh
COc1ccc(-c2csc3nc(-c4ccc(C)cc4)oc(=O)c23)cc1OC	0.5	1	0.0	50*	1	1
